Bioassay records (PubChem BioAssay)
NOD1 NF-kB reporter: NOD1 signaling inhibitors, primary screen, cell-based, luminescence, uHTS (AID 1578); NOD1-driven NF-kB luciferase reporter cells, luminescence; higher % means a stronger effect; one-dose inhibition, % at 4 µM; EC50 in µM for titrated hits; actives 1% (n = 290,000); in the data active means inhibition mostly above about 36%, no sharp cut-off; inactive means mostly below about 34%;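 further: HEK-293T reporter cells stimulated with the NOD1 agonist gamma-tri-DAP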
MT stabilizer: microtubule stabilizers in HeLa cells, primary screen, imaging, high-content imaging; HeLa tubulin immunostaining HCS, 24 h; share of cells brighter than vehicle mean+2SD; % tubulin-high responders, % at 10 µM; actives 0.83% (n = 200,000); AID 2205, 2009;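 active means plate Z-score above 3 for both tubulin-high and condensed-nucleus cell shares, with cell loss under 80%, at 10 µM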;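 further: anti alpha tubulin signal scored within the nucleus-defined area of each cell; some results filed as inactive read as strong as hits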
Dynein transport: inhibitors of GR-EGFP nuclear translocation, primary screen, dynein cargo transport inhibitor project, imaging, high-content, 3617.4 mouse cells; AID 1381, 2008; z-score, hits read low; actives 0.47% (n = 220,000); test concentration mostly 20 µM; stimulated with dexamethasone, 1 µM; stronger effect = lower value;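 active means plate z-score of nuclear minus cytoplasmic receptor signal below a set negative limit, without overly bright fluorescence or cell loss, cut at about -3.5 in these data, passing the limit was not always enough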;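 further: z-score of nuclear minus cytoplasmic ring GR-EGFP intensity difference per well; some compounds called inactive have numbers as strong as hits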
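Buffer or medium: tet-free medium with charcoal-stripped serum / Also added: dexamethasone agonist, 1.0 µM final, for 30 min / Timing: induction 48 h, compound 1 h, agonist 30 min / Measured by: high-content fluorescence imaging after fixation / Read-out: nuclear-to-cytoplasmic GR-EGFP distribution per well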
NOD2 inhibition: NOD2 signaling inhibitors, cell-based, luminescence, uHTS, HEK293 (AID 1566). HEK293 NOD2/NF-kB luciferase reporter, luminescence; higher % means a stronger effect. one-dose inhibition, % at 4 µM; EC50 in µM for titrated hits. actives 0.63% (n = 290,000); in the data active means inhibition above about 50%; further: many of its hits are not listed in these tables
b-catenin transl: modulators of beta-catenin nuclear translocation, primary screen, imaging, HeLa cells, immunofluorescence, high-content | nuclear translocation activity, % at 5 µM | actives 0.3% (n = 190,000) | AID 1665, 2009;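 active means nuclear translocation activity above 50% at 5 µM, with a well cell count of 50 or more; inconclusive means wells under 50 cells across six images, flagged as toxic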;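 further: per-cell ratio of nuclear to cytoplasmic median beta-catenin stain intensity; plate controls were DMSO negative control for no effect and GSK-3 inhibitor IX positive control for full effect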
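Test system: human HeLa cells, endogenous beta-catenin. Times: 24 h compound exposure, 37°C. Measured by: beta-catenin immunofluorescence imaging with DAPI.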
Yfh1-off respiration: enhancers of respiration in Yfh1-depleted yeast, dose response, Friedreich's ataxia, plus single-dose screen (AID 1465) | S. cerevisiae Yfh1-off respiration, WST-1 reduction, 72 h; higher fold induction means a stronger effect | one-dose fold induction at 50 µM; EC50 in µM for titrated hits | actives 0.074% (n = 220,000);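 active means fold induction of absorbance versus untreated yeast above a set limit, then at least 30% activation at any dose in follow-up; inconclusive means repeats straddling the limit, or above it without dose testing; inactive means fold induction below the set limit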;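 further: activators that raise dye reduction in frataxin-depleted yeast; strong numbers were not always called active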
Autophagy mod: autophagy modulators in MEF cells, primary screen, imaging, high-content, MEF GFP-LC3. MEF GFP-LC3 puncta imaging; test concentration mostly 10 µM. calls only at 10 µM (by protocol). actives 0.98% (n = 190,000);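 active means percentage of spot-positive cells more than 3 SD above its plate mean, without a fluorescence outlier flag or 80% toxicity; inconclusive means no clear call, values can overlap the other calls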;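 further: spot-positive cell cutoff set from DMSO-treated cells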
M17LAP inhibition: P. falciparum M17LAP inhibitors, primary screen, biochemical, fluorogenic H-Leu-NHMec substrate, 1536-well (AID 1619). Leucine aminopeptidase (Plasmodium falciparum (isolate 3D7)). recombinant M17LAP, H-Leu-NHMec fluorogenic kinetic assay; higher % means a stronger effect. inhibition, % at 30 µM, or IC50 in µM where a hit was titrated. actives 0.38% (n = 220,000);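 active means compound inhibiting the enzyme by more than half at any dose during confirmatory dose-response retesting; inconclusive means strong single-dose inhibitors picked by rank but not retested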;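 further: plate controls were full reaction with DMSO carrier for no effect and no enzyme background for full effect; strong numbers were not always called active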
Insulin prom up: insulin promoter activators in MIN6 cells, imaging, high-content screening, mouse beta cells | MIN6 insulin promoter-GFP reporter; stronger effect = higher value | z-score at 5 µM | actives 0.3% (n = 190,000);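 active means z-score above 3 at 5 µM with at least 500 cells counted in the well; inconclusive means wells under 500 cells, flagged as cytotoxic or low count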
Dynein transport cytoplasmic EGFP: second read-out of Dynein transport, no call of its own (marks repeat the call); z-score; measured here: cytoplasmic GR-EGFP intensity; stronger effect = higher value
Dynein transport nuclear GR-EGFP: second read-out of Dynein transport, no call of its own (marks repeat the call); z-score; measured here: nuclear GR-EGFP intensity;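 lower value marks the stronger effect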
Dynein transport cell count: second read-out of Dynein transport, no call of its own (marks repeat the call); z-score; measured here: cell count per field
Insulin prom up cell count: also measured in Insulin prom up; calls as there; cell count; measured here: cytotoxicity, nuclei count;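 total cells summed across four imaged fields per well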
b-catenin transl cell count 5 µM: further read-out of b-catenin transl, marked with its call; cell count; measured here: cell count, cytotoxicity flag
MT stabilizer Hoechst-high %: recorded beside MT stabilizer, whose call it bears; % Hoechst-high responders; measured here: nuclear condensation Hoechst responders;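 share of cells brighter than vehicle mean plus two SD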
MT stabilizer cytotoxicity %: recorded beside MT stabilizer, whose call it bears; toxicity, %; measured here: cytotoxicity by cell density;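 0% = mean cell density of plate MIN control wells and 100% = no cells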
Autophagy mod cell loss 18 h: recorded beside Autophagy mod, whose call it bears; toxicity, %; measured here: cell loss, nuclei count;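 cell loss after 18 h compound exposure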
* = called active by the depositor; i = inactive; ? = inconclusive; . = no result given.

1) COc1cc(/C=C2/C(=O)N(c3ccccc3)N=C2C)ccc1OS(=O)(=O)c1ccccc1
2) Cc1ccc(S(=O)(=O)NCCCN(C)C)cc1
3) Cc1ccc2c(c1)C1CN(C)CCC1N2C(=S)NC(=O)c1ccc(Cl)cc1Cl (stereo not given)
4) OC1(c2ccc3ccccc3c2)CCN(Cc2ccccc2)C1 (stereo not given)
5) CCN1C(=O)c2cccc3c(S(=O)(=O)Nc4c(C)n(C)n(-c5ccccc5)c4=O)ccc1c23
6) COc1ccc(C(=O)CSC#N)cc1OC
7) O=c1c2ccccc2nnn1CSc1ccccc1F
8) C#Cc1ccc([C@@H]2C=C(C(=O)NCc3ccccc3)O[C@H](OCc3ccc(CO)cc3)C2)cc1

assay / entry,1,2,3,4,5,6,7,8
Autophagy mod cell loss 18 h,-1,7,.,2,2,12,5,-1
NOD1 NF-kB reporter,-13%,-12%,-11%,-19%,-33%,-29%,-94%,-10%
Insulin prom up,0.87,1.1,-0.24,0.4,0.15,-0.11,-0.09,0.75
Dynein transport nuclear GR-EGFP,-0.51,-0.35,0.73,-0.11,0.28,-1.3,-0.21,-0.27
Dynein transport cytoplasmic EGFP,0.071,0.06,-0.17,-0.12,0.23,1,-0.18,-0.23
Dynein transport cell count,1.2,0.35,-0.45,0.65,0.052,-0.56,-1.4,0.47
Autophagy mod,i,i,.,i,i,i,i,i
MT stabilizer,7.2,3.8,.,1.3,2.4,2.4,1.9,4.5
MT stabilizer Hoechst-high %,1.7,0.9,.,1.5,1.9,1.6,2.0,1.4
Insulin prom up cell count,1338,1275,1149,772,1283,1506,1441,1281
b-catenin transl cell count 5 µM,523,1142,1318,1166,.,1138,.,1194
NOD2 inhibition,-8%,0%,5%,-75%,13%,16%,-114%,14%
M17LAP inhibition,7%,3%,-4%,-1%,26%,-3%,13%,1%
Yfh1-off respiration,i,i,i,i,i,i,i,.
Dynein transport,-1.4,-1.1,-0.26,-0.48,0.0057,-2.5,0.07,-1
b-catenin transl,-6.1,-1.5,0.1,-4.7,.,-6.9,.,-2.4
MT stabilizer cytotoxicity %,3.2,5.2,.,8.0,1.5,4.6,3.8,10

9) CC(C)c1ccc(N2CCN(C(=O)c3ccccc3NC(=O)/C=C\C(=O)O)CC2)cc1
10) CCOC(=O)C1CCN(C(=O)c2c(C)oc3c2C(=O)c2ccccc2C3=O)CC1
11) CC(=O)Nc1ccc(N2C(=O)CC(N3CCSCC3)C2=O)cc1 (stereo not given)
12) CCC(=O)N1CCc2cc(S(=O)(=O)CCC(=O)NCc3ccco3)ccc21
13) CC(=O)c1c(N2CCN(Cc3ccccc3)CC2)[nH]c(-c2ccccc2)nc1=S
14) O=C(CC1SC(=Nc2ccc(OC(F)F)cc2)N(CCC2=CCCCC2)C1=O)Nc1ccccc1F (stereo not given)
15) CN(C)S(=O)(=O)c1ccc(NC(=O)c2ccc(Br)o2)cc1
16) O=C(CSc1nnc(-c2ccncc2)n1-c1ccc(F)cc1)NNC(=O)c1cccc(O)c1

assay / entry,9,10,11,12,13,14,15,16
Autophagy mod cell loss 18 h,26,10,18,4,5,-4,29,-3
NOD1 NF-kB reporter,-3%,-16%,-11%,-16%,-12%,8%,-48%,-23%
Insulin prom up,0.81,-0.85,0.1,0.45,-0.12,?,-0.41,2.8
Dynein transport nuclear GR-EGFP,0.23,0.68,1.1,0.29,-0.3,-0.16,0.17,-0.77
Dynein transport cytoplasmic EGFP,0.61,-0.089,-0.22,-0.22,0.26,-0.24,0.36,0.36
Dynein transport cell count,1.1,-0.17,-1.1,-0.77,0.048,0.35,-0.44,1.1
Autophagy mod,i,i,i,i,i,i,i,i
MT stabilizer,1.9,22,3.9,1.1,6.4,2.7,2.6,2.5
MT stabilizer Hoechst-high %,1.7,1.6,2.1,2.6,2.3,3.7,1.4,3.8
Insulin prom up cell count,893,831,1313,1119,1273,.,913,1504
b-catenin transl cell count 5 µM,890,.,1412,1065,1039,950,.,1134
NOD2 inhibition,13%,18%,1%,4%,5%,-17%,-3%,0%
M17LAP inhibition,7%,1%,-7%,7%,-7%,7%,12%,5%
Yfh1-off respiration,i,i,i,i,i,i,i,i
Dynein transport,-0.22,-0.078,1.4,0.78,-1.1,0.2,-0.14,-0.9
b-catenin transl,3.0,.,0.6,-1.1,-8.4,0.5,.,1.2
MT stabilizer cytotoxicity %,8.7,57,8.4,11,0.6,6.6,6.3,8.6

17) COc1ccc(C2Nc3ccccc3C(=O)N2c2ccc(F)cc2)cc1Cn1nnc2ccccc21 (stereo not given)
18) Cc1nn(-c2ccccn2)c2c1C(c1ccsc1)C1=C(CCCC1=O)N2 (stereo not given)
19) Cc1ccc(/C=C2\SC(=S)N(CC3CCCO3)C2=O)o1 (stereo not given)
20) COCn1c(-c2ccccc2)nc2ccccc21
21) Brc1cnc(N2CCCCC2)nc1N1CCOCC1
22) Cc1noc(C)c1COc1ccc(C(=O)OCC(=O)N2CC3(C)CC2CC(C)(C)C3)cc1 (stereo not given)
23) C/C(=N\NC(=O)c1ccccc1C)c1cccc([N+](=O)[O-])c1
24) CCc1nnc(NC(=O)CSc2nc3cccnc3n2C2CCCCC2)s1

assay / entry,17,18,19,20,21,22,23,24
Autophagy mod cell loss 18 h,15,-1,.,-11,-2,24,-26,7
NOD1 NF-kB reporter,-22%,-10%,3%,-40%,1%,-10%,4%,-8%
Insulin prom up,-0.04,-1.1,-1.9,1.1,-0.27,.,0,1.4
Dynein transport nuclear GR-EGFP,0.57,0.57,-0.84,0.34,0.047,-0.41,1.2,-0.24
Dynein transport cytoplasmic EGFP,0.33,-0.27,-0.09,-0.19,-0.12,0.13,-0.18,-0.22
Dynein transport cell count,-0.51,-0.069,0.46,-0.5,0.72,-2,-1.1,0.33
Autophagy mod,i,i,.,i,i,i,i,i
MT stabilizer,2.9,3.3,.,5.6,2.0,4.0,3.6,1.6
MT stabilizer Hoechst-high %,2.0,2.0,.,3.1,1.3,2.6,2.3,1.2
Insulin prom up cell count,1587,1212,973,1381,946,.,912,1222
b-catenin transl cell count 5 µM,1093,1061,1252,1151,1059,1239,1121,1275
NOD2 inhibition,20%,7%,18%,-20%,16%,10%,4%,-27%
M17LAP inhibition,-7%,-3%,17%,-2%,3%,-2%,19%,6%
Yfh1-off respiration,i,.,i,i,i,i,i,i
Dynein transport,-0.037,-0.16,-0.96,0.31,-0.49,0.35,2.5,-0.3
b-catenin transl,-1.8,-1.0,2.1,-2.0,-1.3,-6.6,-1.9,-5.7
MT stabilizer cytotoxicity %,3.7,7.1,.,4.5,6.1,8.0,3.2,5.1

25) Cc1ccc(NC(=O)CSc2nc(N)cc(=O)[nH]2)cc1S(=O)(=O)N1CCOCC1
26) O=C(N/N=C/c1sc(N2CCOCC2)nc1-c1ccccc1)c1ccccc1Cl
27) O=C(c1ccc(F)cc1)C1CCN(C(=O)NCc2ccccc2)CC1
28) CCOC(=O)COc1ccc(C2CC(C)=NN2c2ccccc2)cc1 (stereo not given)

assay / entry,25,26,27,28
Autophagy mod cell loss 18 h,.,14,-3,1
NOD1 NF-kB reporter,1%,3%,8%,-26%
Insulin prom up,0.03,1.1,-0.18,0.01
Dynein transport nuclear GR-EGFP,-0.032,-0.17,-0.14,-0.34
Dynein transport cytoplasmic EGFP,1.1,-0.012,-0.23,-0.28
Dynein transport cell count,0.48,0.26,1.2,0.65
Autophagy mod,.,i,i,i
MT stabilizer,.,4.0,3.9,2.6
MT stabilizer Hoechst-high %,.,1.3,2.9,1.8
Insulin prom up cell count,1320,1553,1073,1201
b-catenin transl cell count 5 µM,1217,1469,970,.
NOD2 inhibition,2%,31%,9%,12%
M17LAP inhibition,4%,-3%,0%,1%
Yfh1-off respiration,i,i,i,i
Dynein transport,-0.36,-0.67,-0.71,-0.17
b-catenin transl,-0.5,0.1,-6.1,.
MT stabilizer cytotoxicity %,.,1.1,7.3,9.5

An excerpt; the hit share may differ from the screen's.
